# CAL PDZ FP-1 – CAL PDZ peptide-binding inhibitors, primary screen, biochemical, fluorescence polarization, Cer-tagged CAL PDZ, HTS; purified CAL PDZ, TMR-peptide fluorescence polarization, 1 h; inhibition, % at 20 µM; 330,000 tested, 0.02% active; AID 504414, 2011;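 active = highest replicate inhibition of at least 40%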;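 also: plate controls were DMSO neutral control wells for no effect and unlabeled competitor peptide control wells for full effect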
#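 Material: tagged CAL PDZ protein CerCALP, purified; buffer or medium: sodium phosphate/NaCl buffer pH 7.4 with TCEP, IgG, Thesit; also added: fluorescent TMR peptide probe; schedule: 1 h incubation at room temperature before polarization reading; technique: fluorescence polarization from S- and P-plane intensities, G-factor corrected; control set: unlabelled peptide and DMSO controls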
# RTF Ca sens inh – cardiac RTF calcium sensitivity inhibitors, primary screen, biochemical, IANBD-TnC fluorescence, EC70 calcium; 340,000 tested, 0.12% active; AID 493244, 2011; inhibition, % at 7.15 µM; IANBD-labeled cardiac RTF, Ca2+ fluorescence;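 active = inhibition above the mean inhibition of all tested compounds plus 3 SD, cut at about 17% in these data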;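 also: assay run at fixed EC70 calcium of 1.6 mM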
# CAL PDZ FP-2 – untagged CAL PDZ binding inhibitors, primary screen, biochemical, fluorescence polarization, HTS; Golgi-associated PDZ and coiled-coil motif-containing protein (Homo sapiens), Q9HD26; purified CAL PDZ, TMR-peptide fluorescence polarization, 1 h; inhibition, % at 24.9 µM; 300,000 tested, 0.92% active; AID 602252, 2012;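 active = mean inhibition of at least 30% with at least half of replicates also reaching 30%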;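 also: 0% = DMSO neutral control and 100% = excess unlabeled competitor peptide PRC23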
# Keap1-Nrf2 PPI – Keap1-Nrf2 protein-protein interaction inhibitors, primary screen, biochemical, fluorescence polarization, single point | Keap1 Kelch-Nrf2 peptide fluorescence polarization, 1536-well | inhibition, % at 9.4 µM | Kelch-like ECH-associated protein 1 (Homo sapiens), Q14145 | 340,000 tested, 0.15% active | AID 504523, 2011; in the data active = inhibition above about 12%;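 also: human Keap1 Kelch domain with fluorescein labeled Nrf2 9mer peptide probe; 0% = neutral control wells and 100% = peptide positive control; higher means more block of Keap1 binding to Nrf2 peptide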
# V-ATPase pHluor – regulators of yeast V-ATPase proton pumping, primary screen, pHLuorin cytosolic pH fluorescence; S. cerevisiae; response, % at 10 µM; 350,000 tested, 0.37% active; in the data active = response mostly above about 7.3%, no sharp cut-off; inactive = mostly below about 5.4%; also: actives read high; inactives centre near 0; some compounds called inactive have numbers as strong as hits
# Arrestin-AP2 inh – inhibitors of beta-arrestin/AP2 binding, primary screen, biochemical, GPCR trafficking, flow cytometry. inhibition, % at 10 µM. FITC-arrestin peptide / GST-AP2 beads; AP2 beta2 appendage carries R879A mutation. 340,000 tested, 0.31% active;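 active = inhibition above a set limit, near 3 SD of compounds lacking own fluorescence, cut at about 54% in these data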;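 also: plate controls were DMSO wells for no effect and 5 µM unlabelled arrestin peptide for full effect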
#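 Material – GST-tagged AP2 beta2-adaptin appendage (R879A) on 4 µm glutathione beads · Probe or stimulus – fluorescein-tagged arrestin peptide at 50 nM final · Timing – 12 min plus 1 h, RT · Detection – bead flow cytometry, FITC channel · Read-out basis – inhibition as reduced fluorescein signal on beads, percent · Medium – PBS plus Tween 20 (0.05%) and BSA (0.1%)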
# LANA DNA inh – inhibitors of KSHV C-LANA binding to DNA, primary screen, biochemical, fluorescence polarization, FAM-LBS DNA, MBP-C-LANA, single point; Kaposi's sarcoma herpesvirus LANA C-terminal domain (residues 932-1162) DNA binding; inhibition, % at 9 µM; 340,000 tested, 0.078% active; AID 504423, 2011;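 active = highest replicate inhibition at or above 60% at 9 µM, even if other replicates fall short; inactive = all replicates below 60% inhibition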;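 also: 0% = neutral control wells and 100% = 4 µM acridine orange control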
# NSD2 HMT inh – NSD2 histone methyltransferase inhibitors, primary screen, biochemical, AlphaScreen, single concentration, set 2 | Histone-lysine N-methyltransferase NSD2 (Homo sapiens), O96028 | NSD2 peptide methylation, 120 min | inhibition, % at 12.5 µM | 310,000 tested, 0.54% active; in the data active = inhibition above about 50%
# DAGLB inh – DAGLB lipase inhibitors, primary screen, biochemical, fluorescence, HTS | inhibition, % at 5.17 µM | AID 504411, 2011 | 340,000 tested, 0.059% active | HEK293T DAGLB membrane lysate, EnzChek fluorogenic substrate; in the data active = inhibition above about 34%;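 also: 0% = enzyme with vehicle and 100% = wells lacking enzyme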
# DSG3 Ab inh – inhibitors of pemphigus antibody binding to DSG3, primary screen, biochemical, bead-based, flow cytometry, scFv-GFP | binding (percent of control), % at 10 µM | DSG3-coupled beads, scFv-anti-DSG3-GFP binding; active compounds read low | 310,000 tested, 0.48% active | Desmoglein-3 (Homo sapiens), P32926;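 active = binding more than 3 SD below its plate's average and above zero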;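 also: hits lower antibody fragment binding to DSG3; some compounds called inactive have numbers as strong as hits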
# Target sequence (P32926 whole entry, looked up, the tested form may be a part): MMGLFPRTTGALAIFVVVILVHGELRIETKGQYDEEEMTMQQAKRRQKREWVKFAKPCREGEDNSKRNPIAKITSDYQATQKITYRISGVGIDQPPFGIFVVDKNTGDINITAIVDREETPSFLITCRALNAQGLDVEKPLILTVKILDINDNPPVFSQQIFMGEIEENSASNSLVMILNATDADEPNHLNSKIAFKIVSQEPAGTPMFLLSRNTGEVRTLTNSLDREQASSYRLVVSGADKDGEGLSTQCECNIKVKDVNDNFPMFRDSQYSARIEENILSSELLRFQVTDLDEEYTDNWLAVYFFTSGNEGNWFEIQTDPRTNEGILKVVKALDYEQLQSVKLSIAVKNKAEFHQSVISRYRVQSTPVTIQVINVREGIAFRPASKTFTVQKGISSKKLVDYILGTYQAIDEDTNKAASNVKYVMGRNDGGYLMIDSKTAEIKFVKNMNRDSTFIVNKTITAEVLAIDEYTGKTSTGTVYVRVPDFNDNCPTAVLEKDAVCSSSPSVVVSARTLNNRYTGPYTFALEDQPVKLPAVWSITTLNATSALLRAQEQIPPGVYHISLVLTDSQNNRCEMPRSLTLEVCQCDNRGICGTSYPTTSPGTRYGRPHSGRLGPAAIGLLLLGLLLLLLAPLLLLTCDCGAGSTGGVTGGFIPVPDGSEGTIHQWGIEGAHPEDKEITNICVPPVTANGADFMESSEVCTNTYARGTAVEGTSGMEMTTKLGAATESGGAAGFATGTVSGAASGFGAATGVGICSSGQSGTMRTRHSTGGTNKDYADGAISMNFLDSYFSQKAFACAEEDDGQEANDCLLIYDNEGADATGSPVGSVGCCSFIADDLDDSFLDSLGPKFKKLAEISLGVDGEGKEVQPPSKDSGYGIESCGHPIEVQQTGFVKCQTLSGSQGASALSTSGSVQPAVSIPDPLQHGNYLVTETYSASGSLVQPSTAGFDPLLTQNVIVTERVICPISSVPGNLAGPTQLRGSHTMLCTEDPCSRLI
# Starred values were filed as active, the others as inactive; / = not tested or not shown.
SMILES,CAL PDZ FP-1,RTF Ca sens inh,CAL PDZ FP-2,Keap1-Nrf2 PPI,V-ATPase pHluor,Arrestin-AP2 inh,LANA DNA inh,NSD2 HMT inh,DAGLB inh,DSG3 Ab inh
COc1ccc2[nH]cc(CCNC(=O)CS(=O)(=O)Cc3ccccc3)c2c1,-2.0,-3,-1,-2,-4,-1,-1.4,2,0,106
O=C(O)c1cccc(NC(=O)c2ccc(N3C(=O)c4ccc(C(=O)Nc5cccc(C(=O)O)c5)cc4C3=O)cc2)c1,-2.1,-20,-5,-1,0,32,-1.5,9,0,112
[S-]c1nnc(-c2ccc(Br)cc2)n1-c1ccccc1.[Zn+2],0.7,-11,/,4,3,-11,1.5,-7,2,96
C=CCn1c(-c2csc3c2CCC(C)C3)n[nH]c1=S (configuration not stated),-2.0,-14,0,-7,7,5,0.7,-2,-6,/
CCCn1c(SCC(=O)Nc2nnc(C)s2)nnc1-c1ccoc1C,-3.1,-19,-1,1,0,3,1.8,-3,0,99
CCCCOc1ccc(S(=O)(=O)Nc2ccc(NC(C)=O)cc2)cc1,-0.7,-6,/,-4,-1,0,0.0,0,0,107
CCOC(=O)c1c(C)nc2ccccn12,/,-6,0,1,-2,5,-1.2,2,-1,101
CCCNC(=O)c1noc2c1CCc1cc(OC)ccc1-2,0.0,-7,-3,-2,4,-8,-2.8,-1,-5,95
Cc1ccc(C2CC(c3ccc(NS(C)(=O)=O)cc3)=NN2C(=O)c2ccco2)cc1 (configuration not stated),-2.7,20*,-4,-3,0,-4,0.0,-3,1,135
O=C(OCC(=O)N1N=C(c2ccc(Cl)cc2)CC1c1ccco1)c1cccnc1 (configuration not stated),-2.2,-17,8,-18,6,3,1.0,1,1,/
CC(=O)Nc1ccc(Nc2ccccc2)cc1,1.3,-13,-3,-5,2,7,1.2,1,3,90
COc1cccc(OC)c1C(=O)Nc1ccc(CN2CCCCC2)cc1,-0.9,1,/,1,0,7,-0.9,-5,4,113
CCCCC(=O)N1CC2(C)CN(C(=O)CCCC)CC(C)(C1)C2=O,-0.1,-12,-3,0,-7,-1,-2.0,-4,-7,103
Clc1ccc2nc(N3CCN(c4ccccc4)CC3)sc2c1,-1.0,-12,/,-3,1,-6,0.5,-7,0,/
Cc1ccc([N+](=O)[O-])cc1NC(=O)c1cccs1,-2.8,-8,2,-4,-1,-2,-1.4,-1,0,97
COc1cc(CNC(C)(C)CO)cc(Br)c1OCc1ccccc1,-0.5,-4,-2,-1,1,-2,0.7,-2,-3,94
COc1ccc(CC(=O)NCCCSc2ccccc2)cc1OC,-2.0,-1,-5,1,-2,16,-3.0,-1,-3,122
CCCCOc1ccc(-c2nc(SCC(N)=O)n[nH]2)cc1,-1.2,0,-4,-6,0,-6,-0.5,0,-2,94
CCC(=O)c1ccc(OCC(=O)N(CC)CC2COc3ccccc3O2)cc1 (configuration not stated),-1.7,-7,-3,-2,3,-1,-0.3,2,-4,104
CCN(CC)S(=O)(=O)c1ccc(C(=O)N2CCN=C2SC)cc1,0.1,-4,0,-2,2,21,-0.8,/,-2,/

# Reformatted tab-delimited: entries from further up
structure	CAL PDZ FP-1	RTF Ca sens inh	CAL PDZ FP-2	Keap1-Nrf2 PPI	V-ATPase pHluor	Arrestin-AP2 inh	LANA DNA inh	NSD2 HMT inh	DAGLB inh	DSG3 Ab inh
CCCCOc1ccc(-c2nc(SCC(N)=O)n[nH]2)cc1	-1.2	0	-4	-6	0	-6	-0.5	0	-2	94
COc1ccc(CC(=O)NCCCSc2ccccc2)cc1OC	-2.0	-1	-5	1	-2	16	-3.0	-1	-3	122

# Next records follow:
SMILES,CAL PDZ FP-1,RTF Ca sens inh,CAL PDZ FP-2,Keap1-Nrf2 PPI,V-ATPase pHluor,Arrestin-AP2 inh,LANA DNA inh,NSD2 HMT inh,DAGLB inh,DSG3 Ab inh
OCCN(CCCn1c(-c2ccncc2)nc2ccccc21)c1nc(CN2CCCCC2)cs1,-1.3,-2,-2,0,1,9,0.8,/,-1,/
COc1ccccc1N(CC(=O)N1CCCCC1C)S(=O)(=O)c1ccc(Cl)cc1 (configuration not stated),/,/,/,/,2,/,/,-4,-5,100
COc1cccc2c3cccc(OC)c3c3[nH]cnc3c12,-0.7,0,-1,-2,-1,-19,-3.2,7,2,/
Cc1ccc(CN(C)C(=O)CCNC(=O)c2ccc(Cl)cc2)o1,/,/,/,/,-3,/,/,-1,0,100
O=C1CC(c2ccncc2)c2cc3c(cc2N1)OCO3 (configuration not stated),-0.6,0,-4,1,1,6,1.8,0,0,100
CCOC(=O)CSc1nsc(SCC(=O)OCC)c1C#N,-1.3,-1,-2,-3,-8,10,-2.4,1,-4,90
COc1ccc(-c2nc(CSCC(=O)N3CCN(c4cccc(C)c4)C(C)C3)c(C)o2)cc1OC (configuration not stated),-0.5,-2,/,3,2,13,-0.6,/,2,127
CCOC(=O)C1=C(COc2ccccc2)NC(=O)NC1c1ccc(Br)cc1 (configuration not stated),-1.5,-2,-1,4,2,11,1.0,/,-1,104
CCN1CCN(c2cc(C)c3cc(NC(=S)N4CCOCC4)ccc3n2)CC1,-1.7,3,0,-2,0,22,-2.7,10,-3,100
Cc1cc(O)c2c(c1O)C(=O)[C@]13C(=C2O)C(=O)[C@@H]2[C@@H](O)[C@H]1[C@@H]1[C@H](O)[C@H]3C(=O)C3=C(O)c4c(O)cc(C)c(O)c4C(=O)[C@]312,14,10,27,-14,3,16,27,/,22,-15*
O=C(O)c1ccc(-c2noc(-c3cccc(Cl)c3)n2)cc1,-0.8,-1,4,-4,-2,-1,1.2,/,-3,101
CCCn1c(C)cc(-c2csc(NC(=O)CCc3nc4ccccc4c(=O)[nH]3)n2)c1C,-3.1,3,1,-4,2,5,0.2,0,6,89
O=C(CSc1ccsc1[N+](=O)[O-])N1CCCCC1,-1.3,-6,-1,-4,2,16,1.3,-4,1,104
COc1ccc2sc(N3C(=O)C4CC=C(C)CC4C3=O)nc2c1 (configuration not stated),-1.2,3,-2,-1,2,1,0.1,2,2,106
O=C(O)[C@H](Cc1ccccc1)NC(=O)N1CCN(c2cccc(C(F)(F)F)c2)CC1,-0.2,3,-7,-2,0,26,2.1,/,3,103
O=C(NC1CCOCC1)C1CCC(=O)N(Cc2ccc(Cl)cc2)C1 (configuration not stated),-1.3,-1,/,-1,5,24,-1.0,-1,-1,/
CCOc1cc(C#N)c(NC(=O)c2ccnn2C)cc1OCC,0.4,-1,/,-5,-4,5,-1.7,/,3,107
CCNC(=S)N(Cc1c(C)noc1C)c1ccccc1,-0.2,-23,1,-5,0,2,-1.0,0,-2,109
COc1ccc(CCN2CC(C(=O)N(C)CCc3cn[nH]c3)CCC2=O)cc1 (configuration not stated),-2.2,-2,-2,0,4,12,-1.4,1,0,102
Cc1ccc(C(=O)N2CCN(c3ccc([N+](=O)[O-])c(NCc4cccnc4)c3)CC2)cc1,-0.8,-12,0,-7,-1,1,-3.3,2,3,100
Cc1ccccc1CNC(=O)CN(c1ccccc1Cl)S(C)(=O)=O,0.4,1,1,1,3,-3,-1.1,1,-4,116
Cc1c(NC(=O)c2ccc(S(=O)(=O)N3CCOCC3)cc2)cccc1[N+](=O)[O-],-1.0,-16,1,0,-3,42,-0.2,0,-4,105
COc1ccc(OCC(=O)O/N=C(\N)c2ccc(OC)cc2)cc1,-0.8,1,/,-3,4,0,-1.9,-3,-22,103
COc1ccc2[nH]c(=O)c(-c3nnn(-c4ccc(Cl)nc4)n3)cc2c1,0.5,-7,-3,-1,2,-3,2.5,/,4,101
COc1ccc(C(=O)NC(=S)NC(C)(C)C)cc1Br,-0.7,10,0,-5,-3,5,-0.5,-3,-5,104
COc1ccc(-c2nc3c(c4nnc(SC(C)C(=O)Nc5ccc(C)cc5)n24)COC(C)(C)C3)cc1 (configuration not stated),-1.0,-12,-9,2,0,3,-1.4,-1,-6,94
COn1c(-c2ccc(Cl)cc2)nc2ncccc21,-2.7,-4,1,0,-2,7,-0.4,2,2,94
CCC(C)Sc1nnc(Cc2cc(=O)[nH]c(=O)[nH]2)n1-c1ccc(F)cc1 (configuration not stated),0.0,-6,/,2,4,10,6.6,/,0,103
CCOC(=O)C1CCN(C(=O)Cn2cc(C#N)c3ccccc32)CC1,-0.2,1,-3,-5,8,-5,-0.1,0,-4,93
O=C(CNC(=O)c1ccc(Br)cc1)NCC(=O)OCC(=O)c1ccc([N+](=O)[O-])cc1,-0.1,-3,-2,-1,0,6,2.5,1,-2,104
Nc1nc(-c2ccccc2Br)cs1,/,-1,-4,-1,-6,-6,-0.6,-2,1,103
O=C(COc1ccccc1Cl)Nc1ccc(C(=O)c2ccc(C(=O)O)cc2)cc1,-2.8,8,-7,2,-1,13,0.6,1,2,96
OCC1(CCOc2ccccc2)CCN(Cc2cc(Cl)ccc2O)CC1,-2.0,-3,-3,-3,1,8,-1.8,-3,-5,95
COc1cccc(-n2nnc3c(=O)n(Cc4cccc(C)c4)cnc32)c1,-3.7,-11,/,-3,-3,-7,0.4,/,-5,97
COc1cccc(NC(=O)c2cnc(SCC(=O)NCc3ccc4c(c3)OCO4)n(C)c2=O)c1,-1.9,-4,-3,-3,1,24,1.6,-4,-2,100
Cc1cc(C(=O)OCC(=O)NC(=O)NC(C)(C)C)c(C)o1,/,-1,-3,-4,-1,6,-0.2,2,-2,103
CNC(=S)N/N=C/c1ccc(-c2ccc(Cl)c([N+](=O)[O-])c2)o1,-0.1,/,4,2,3,3,0.6,9,/,102
O=C(CC1(O)C(=O)N(Cc2cccc3ccccc23)c2ccccc21)c1cccnc1 (configuration not stated),-1.9,-2,-2,2,3,6,0.5,2,-3,/
CC(=O)N1CCC(N(C(=O)Nc2ccc(C)c(C)c2)C2CCCC2)CC1,-2.9,-7,-1,2,-1,30,0.1,15,1,107
CCCC(=O)Nc1cc(Cl)ccc1N1CCN(C(=O)CC)CC1,0.2,-9,0,1,2,2,0.3,/,1,100
Cc1ccc(S(=O)(=O)N(CC(=O)Nc2ccc(Cl)c([N+](=O)[O-])c2)C2CCCCC2)cc1,-1.6,10,-3,-1,-5,5,3.8,0,-7,92
C#CC(C)(C)NC(=O)CSc1nc2c(c(=O)n(C)c(=O)n2C)n1CCCC,0.2,-5,/,-1,-1,-1,-1.1,/,-1,103

# Bioassay records from PubChem.

# Some of the compounds tested (hit frequency here may not be typical).
